# Source: PubChem
# Vif-A3G inh: Vif-A3G binding inhibition; hit rate 0.076% among 410,000; HeLa A3G-eYFP + Vif (tagged APOBEC3G with the HIV-1 protein that degrades it), YFP fluorescence, overnight; Q9HC16; AID 602310; Potency, µM (doses to about 46.1 µM), for the others: at the top dose activity, negative = active, hits mostly inhibitors;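 also: potency is read from the fitted curve at half-maximal effect; % is scaled to controls: 0 for no effect and ±100 for the full control effect; nearly all actives have a fitted effect of over 60% in size; hits raise eYFP signal because A3G escapes Vif-driven loss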
# Target sequence (Q9HC16 whole entry, looked up): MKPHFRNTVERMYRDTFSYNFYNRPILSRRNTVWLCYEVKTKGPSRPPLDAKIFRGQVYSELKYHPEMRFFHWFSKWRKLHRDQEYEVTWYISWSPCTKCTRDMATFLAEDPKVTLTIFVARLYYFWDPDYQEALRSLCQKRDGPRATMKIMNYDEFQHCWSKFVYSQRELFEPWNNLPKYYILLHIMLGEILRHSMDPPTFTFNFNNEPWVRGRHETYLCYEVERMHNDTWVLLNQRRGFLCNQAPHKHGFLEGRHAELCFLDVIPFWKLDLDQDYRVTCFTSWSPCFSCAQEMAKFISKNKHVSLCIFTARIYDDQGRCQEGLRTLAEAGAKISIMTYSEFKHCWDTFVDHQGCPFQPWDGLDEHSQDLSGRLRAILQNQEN
#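 HeLa cells stably expressing Vif and C-terminally eYFP-tagged A3G, seeded overnight at 37 deg C, then exposed to compound by pintool overnight at 37 deg C. Rise in yellow fluorescence (Ex 488/Em 500-530, Acumen) marks blocked Vif-driven A3G degradation.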
# LDHA block: inhibitors of human lactate dehydrogenase A | P00338 | purified LDHA, NADH/diaphorase-resazurin fluorescence; hits give low values | activity change, % (values are at about 110 or 230 µM) | hit rate 0.15% among 480,000; in the data active = activity change below about -30%; inconclusive = mostly about -25% to -30%;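 also: plate controls were DMSO wells for no effect and wells without enzyme for full effect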
#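 Enzyme activity of human lactate dehydrogenase 5 (2 nM; 0.06 mM NADH, 0.2 mM pyruvate, 5 min, RT) is measured via a resazurin/diaphorase fluorescence readout of residual NADH.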
# Vif-APOBEC3F blk: blocks the Vif interaction with APOBEC3F | HeLa A3F-eYFP + Vif (tagged APOBEC3F with the HIV-1 protein that degrades it), YFP fluorescence increase | Potency, µM (titrated, usually from 46.1 µM), without a hit: top-dose activity, negative = active | hit rate 0.2% among 390,000; also: potency is read from the fitted curve at half-maximal effect; % of control where 0% means no effect; nearly all actives have a fitted effect of over 65% in size
#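 HeLa cells stably expressing Vif plus C-terminally eYFP-tagged A3F were seeded, incubated overnight at 37 deg C, dosed with compound, incubated overnight again at 37 deg C. Yellow fluorescence (Ex 488/Em 500-530) reported blocked Vif-mediated A3F-eYFP degradation.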
# IDH1 R132H inh: inhibitors of human mutant IDH1 R132H; IDH1-R132H enzyme, NADPH consumption, diaphorase/resazurin fluorescence; Potency, µM (highest dose often 76.6 µM), for the others: at the highest dose activity change, negative = inhibition, usual class: inhibitors; hit rate 0.093% among 390,000; AID 602179; also: potency is read from the fitted curve at half-maximal effect; % is scaled to controls: 0 for no effect and ±100 for the full control effect; nearly all actives have a fitted effect of over 65% in size
#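 IDH1-R132H (0.5 ug/mL) preincubated 30 min with compound, then NADPH (0.016 mM) and alpha-KG (2 mM) added; 80 min at RT, pH 7.5. Remaining NADPH coupled via diaphorase/resazurin to fluorescence (540/590 nm); concentration-response curves normalized to no-enzyme control.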
# RGS4 inh: blocks human RGS4-accelerated GTP hydrolysis. hit rate 0.039% among 390,000. P49798. Potency, µM (titrated, usually from 114 µM), inactives show at the top dose activity change, negative = inhibition, usual class: inhibitors. Transcreener GDP fluorescence polarization, RGS4-accelerated GTP hydrolysis; also: potency is read from the fitted curve at half-maximal effect; % is scaled to controls: 0 for no effect and ±100 for the full control effect; nearly all actives have a fitted effect of over 75% in size; some results filed as inactive show a strong effect at the top dose
# Target sequence (P49798 whole entry, looked up): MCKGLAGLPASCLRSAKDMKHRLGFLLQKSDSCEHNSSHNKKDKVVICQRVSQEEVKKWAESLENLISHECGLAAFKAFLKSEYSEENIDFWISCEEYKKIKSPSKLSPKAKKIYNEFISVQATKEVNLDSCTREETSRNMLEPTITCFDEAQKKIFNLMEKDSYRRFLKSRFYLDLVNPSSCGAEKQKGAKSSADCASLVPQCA
#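 MLSMR compounds (23 nl, pin-transferred) preincubated 10 min at room temperature with a 500nM (2x) first reagent, then RGS4 at 900nM (2x) plus Transcreener GDP mix added; fluorescence polarization (620/688 nm) read before and after 90 min at 30 °C.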
# Glioma ERSR ind: ER stress response induction in glioma; Potency, µM, for inactives: at the top dose activation, usual class: activators; hit rate 0.02% among 420,000; AID 602332; U87-MG GRP78 promoter luciferase reporter, 16 h; also: potency is read from the fitted curve at half-maximal effect; series mostly up to about 76 µM; % of control where 0% means no effect; nearly all actives have a fitted effect of over 35% in size
#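 Stably transfected U87-MG human glioma cells carrying a GRP78-based luminescent sensor were seeded at 1000 cells/well, pin-dosed with compounds and incubated 16 h. Luciferase reagent was then added, and end-point luminescence was read after 10 min at room temperature.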
# rTrxR1 inhibitor: rat TrxR1 inhibition; recombinant rTrxR1, NADPH fluorescence consumption, selenite substrate; Potency, µM (top dose mostly 114 µM), inactives show at the highest dose activity change, negative = inhibition, most hits filed as inhibitors; hit rate 1% among 390,000; also: potency is read from the fitted curve at half-maximal effect; % is scaled to controls: 0 for no effect and ±100 for the full control effect; nearly all actives have a fitted effect of over 65% in size
# Target sequence (O89049 whole entry, looked up): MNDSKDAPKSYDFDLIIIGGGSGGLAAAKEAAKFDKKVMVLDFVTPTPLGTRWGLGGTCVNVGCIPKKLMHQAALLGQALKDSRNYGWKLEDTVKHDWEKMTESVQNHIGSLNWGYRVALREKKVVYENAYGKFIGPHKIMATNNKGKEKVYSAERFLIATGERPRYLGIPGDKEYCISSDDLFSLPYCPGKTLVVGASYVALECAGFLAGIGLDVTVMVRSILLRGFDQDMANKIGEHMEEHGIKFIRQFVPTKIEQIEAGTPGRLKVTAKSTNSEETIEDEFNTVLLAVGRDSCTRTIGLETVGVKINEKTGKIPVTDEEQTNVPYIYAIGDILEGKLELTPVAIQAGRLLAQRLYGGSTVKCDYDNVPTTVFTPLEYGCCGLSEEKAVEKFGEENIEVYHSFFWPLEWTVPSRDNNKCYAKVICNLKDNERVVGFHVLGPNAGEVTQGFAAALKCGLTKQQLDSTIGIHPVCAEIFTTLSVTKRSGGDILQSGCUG
#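 Rat TrxR1 (90 nM in the dispensed reagent) was pre-reduced with 400 uM NADPH for 5 min at room temperature, then incubated with compound for 15 min. After 400 uM selenite was added, NADPH fluorescence (Ex 340/Em 450 nm) was followed for 8 min.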
# USP1 inh: blocks the human USP1/UAF1 deubiquitinase complex; O94782; recombinant USP1/UAF1, Ub-Rhodamine cleavage fluorescence; Potency, µM (doses to about 57.1 µM), for the others: at the highest dose activity change, negative = inhibition, hits mostly inhibitors; hit rate 0.23% among 390,000; also: potency is read from the fitted curve at half-maximal effect; % is scaled to controls: 0 for no effect and ±100 for the full control effect; nearly all actives have a fitted effect of over 60% in size; inactives centre near -12
#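 In this screen, compounds sit with the deubiquitinase complex (1nM) for 15 min at room temperature before Ub-Rho is added at 150nM final. Fluorescence rise is then followed for 6 reads every 60 seconds.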
# TrxR1 substrate: rat thioredoxin reductase 1 substrate activity; O89049; purified TrxR1 substrate turnover, NADPH consumption readout; Potency, µM (highest dose often 114 µM), for inactives: at the top dose activity change, negative = substrate turnover; hit rate 0.01% among 390,000; AID 588456; also: potency is read from the fitted curve at half-maximal effect; % is scaled to controls: 0 for no effect and ±100 for the full control effect; nearly all actives have a fitted effect of over 50% in size
#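 Rat TrxR1, dispensed at 90 nM, was prereduced with 400 uM NADPH (final) for 5 min at ~22 deg C, then incubated with compound 15 min before 400 uM selenite. A first-read NADPH fluorescence drop versus no-compound background flagged substrates.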
# * hit, by the source's call; u = inconclusive; x = not tested or not shown; & = joins results of further samples; [ ] = remark or other dose. Unless noted, calls follow the shape of the dose curve; as a rule, active = well fitted curve in the direction sought with a large enough effect; inconclusive = small, poorly fitted or top-dose-only effect, or another doubt; inactive = no such curve, though single readings can be large; an effect the other way counts as inactive or inconclusive.
SMILES,Vif-A3G inh,LDHA block,Vif-APOBEC3F blk,IDH1 R132H inh,RGS4 inh,Glioma ERSR ind,rTrxR1 inhibitor,USP1 inh,TrxR1 substrate
Cc1ccc(/C=N/NC(=O)c2ccc(Cn3cc([N+](=O)[O-])cn3)o2)cc1,1%,-5,-28%,5%,-5%,1%,-15%,-4%,-12%
CCOC(=O)C(=NCCCN1CCOCC1)NNc1cccc(C(F)(F)F)c1,-1%,-1,8%,4%,15%,-4%,24%[57.1 µM],-3%,5%[57.1 µM]
O=[N+]([O-])c1ccccc1N/N=C/c1c[nH]c2ccccc12,4%,1,-7%,6%,-17%,7%,-15%,-11%,-7%
O=C(COc1ncnc2ccccc12)NCc1ccc2c(c1)OCO2,0%,-1,6%,-3%,-9%,7%,-21%[57.1 µM],0%,11%[57.1 µM]
CCCn1c(=N)n(CC(=O)c2ccc([N+](=O)[O-])cc2)c2ccccc21,-3%,2,u,26%,-52%,-4%,22%[57.1 µM],-15%,-10%[57.1 µM]
C[C@H](NS(=O)(=O)c1ccc2c(c1)OCCCO2)C(=O)N1CCN(Cc2ccccc2)CC1,0%,-2,3%,9%,-25%,-4%,8%,-16%,1%
CCS(=O)(=O)c1cccc(C(=O)Nc2ccc(-c3nc4ccccc4s3)c(O)c2)c1,3%,0,0%,-5%,u,-6%,11%[57.1 µM],u,1%[57.1 µM]
O=C(NCc1ccccc1)[C@]1(C(F)(F)F)C[C@H](CCc2ccccc2)CCCO1,0%&2%,-6,-6%,-7%,10%&-12%,-7%&-6%,27%[57.1 µM],-3%,7%[57.1 µM]
CSc1nc2sc3c(c2c(=S)[nH]1)CC(C)(C)OC3,-1%,-5,-24%,-9%,-24%,2%,u,-17%,2%
O=C(Nc1ccc(C(=O)N2CCCC2)cc1)c1cccc(C(F)(F)F)c1,-6%,-5,2%,-9%,11%,-1%,-16%,-6%,-10%
COCCN(CC1CCCN(C2Cc3ccccc3C2)C1)C(=O)c1cccc(C)c1 (stereo not drawn),0%,1,-2%,-4%,1%,-1%,14%,-26%,7%
CNC(=S)NCCc1ccc(OC)c(OC)c1,-1%,-3,3%,6%,-19%,-2%,3%[57.1 µM],4%,6%[57.1 µM]
C/C=C(\C)c1nnc(NC(=O)c2ccco2)s1,-2%,-8,7%,3%,-10%,0%,3%,-19%,2%[57.1 µM]
CC(C)NC(=O)c1cc2c(=O)n3ccccc3nc2s1,1%,-2,-14%,-4%,7%,-7%,19%,-11%,-5%
O=C(c1ccc(COc2ccccc2Cl)o1)N1CCOCC1,0%,-6,1%,-10%,0%,1%,-1%,2%,1%
CCOC(=O)N1CCN(C(=O)c2cccc(N3C(=O)NC4CC3(C)Oc3ccc(Cl)cc34)c2)CC1 (stereo not drawn),u,-6,-6%,-11%,21%,-1%,-5%,-12%,-5%
CC(C)COC(=O)N(C)C[C@H]1OCc2cnnn2CCCC(=O)N([C@H](C)CO)C[C@@H]1C,3%,-4,-19%,5%,x,-5%,x,-2%,x
CSc1ccc(C2C(C(=O)c3ccco3)=C(O)C(=O)N2c2nnc(SC)s2)cc1 (stereo not drawn),-11%,1,u,19%,u,1%,u,64%[activator],-5%
CCc1ccc2[nH]c3nc(SCC(=O)NCC4CCCO4)nnc3c2c1 (stereo not drawn),1%,-8,-12%,-1%,-9%,-1%,16%[57.1 µM],-17%,6%[57.1 µM]
O=C(C1CCCN(C2CC(=O)N(c3ccc(F)cc3)C2=O)C1)N1CCCC1 (stereo not drawn),2%,-2,3%,4%,-12%,-4%,-4%,-22%,-3%
C=CC[C@H](CC(=O)NCCO)C(=O)N[C@@H](COC(=O)[C@@H](CC=C)Cc1ccc(F)cc1)Cc1c[nH]c2ccccc12,-1%,1,3%,-1%,-12%,-3%,10%[57.1 µM],u,-2%[57.1 µM]
O=C(C1CCCCC1)N1C[C@@H](O)[C@H](n2cc(-c3ccc(F)cc3)nn2)C[C@@H]1c1ccc(Cl)cc1,-25%,-12,-8%,-4%,x,-2%,x,-22%,x
C=C(C)C1CC=C(C)/C(=N/NC(=O)CCC(=O)Nc2ccccc2Cl)C1 (stereo not drawn),0%,-4,6%,4%,34%,7%,31%,-11%,2%
CCCn1c(SCc2nc(-c3ccc(OC)cc3OC)no2)nnc1-c1ccc(Cl)cc1,0%,-5,1%,5%,28%,-3%,12%,-20%,-5%
CCCc1nnc(SCc2cc(=O)c3c(C)cc(C)cc3[nH]2)n1C,1%,0,2%,15%,15%,-1%,11%[57.1 µM],-23%,1%[57.1 µM]
CCOc1ccc(NC(=O)CSc2nnc(Cc3cccn3C)n2-c2ccc(OC)cc2)cc1,0%,-3,-3%,-4%,-21%,-3%,-20%,-4%,-8%
COc1cccc(C(=O)Nc2cccc(OC(C)=O)c2)c1,-3%,-1,-11%,-1%,34%,6%,13%,-21%,8%
CCN(CC)S(=O)(=O)c1ccc(N2CCOCC2)c(NC(=O)c2nn(C(C)C)c(=O)c3ccccc23)c1,0%,-10,0%,-3%,x,-3%,x,-3%,x
COc1ccc(NC(=O)NN2CCOCC2)cc1OC,1%,-2,3%,-1%,-30%,-1%,7%[57.1 µM],-2%,7%
COCCNC(=O)c1cn(C)c2ccccc2c1=O,-1%,-8,7%,-14%,-4%,-1%,-4%,-18%,-8%
COc1ccccc1/C=C/C(=O)OCC(=O)c1c(N)n(C)c(=O)n(C)c1=O,1%,-1,-9%,4%,-16%,-4%,-5%,-9%,6%
COC(=O)C1=C(CS(=O)(=O)c2ccc(OC)c(OC)c2)NC(=O)NC1c1ccc(O)c(OC)c1 (stereo not drawn),3%,-3,-6%,0%,44%,-1%,11%,-29%,3%
CN(C)S(=O)(=O)c1ccc(C(=O)Nc2cccc(C(=O)O)c2)cc1,-3%,1,1%,9%,-1%,-7%,11%[57.1 µM],-16%,-4%[57.1 µM]
O=C(Nc1ccccc1Cl)N1CCN(c2ccc3nncn3n2)CC1,1%,-11,0%,4%,19%,-3%,6%,-12%,3%
Cc1ccc(C)c(S(=O)(=O)N2CCN(C(=O)Cc3ccc(S(=O)(=O)N4CCOCC4)s3)CC2)c1,-1%,-2,-2%,1%,-15%,-4%,7%,-14%,-7%
CS(=O)(=O)N(CC(=O)NCc1ccc2c(c1)OCO2)Cc1ccc(Cl)cc1,-1%,-1,-9%,8%,18%,-1%,-12%,1%,-12%
CCOc1cc(/C=C\[N+](=O)[O-])ccc1OCC(=O)Nc1ccccc1C,-24%,1,1%,-7%,-68%,-13%,u,-9%,0%[57.1 µM]
Cc1cc(C)c2sc(N)nc2c1,-11%,-2,6%,0%,-5%,1%,5%,-25%,2%
CC(C)(C)c1ccc(COn2c(=O)c(-c3ccco3)[n+]([O-])c3ccccc32)cc1,-1%,0,-1%,2%,0%,0%,-4%,-20%,-1%
CC(=O)Oc1ccccc1N(C(C)=O)S(=O)(=O)c1ccc(C)cc1,1%,-2,6%,9%,30%,0%,-3%,-6%,-8%
O=c1[nH]c(=O)n(C2CC(O)C(CO)O2)cc1I (stereo not drawn),0%,-6,19%,5%,-47%,-3%,-9%[11.4 µM],-16%,-5%[11.4 µM]
COC(=O)[C@@]1(Cc2ccc(OC)cc2)[C@H]2c3cc(C(=O)N4CCCC4)n(CCO)c3C[C@H]2CN1C(=O)c1ccccc1,0%,-13,4%,18%,9%,1%,-9%,-14%,-3%
O=C(c1noc2c1CCCC2)N1CCCC(N2CCN(c3ccccc3F)CC2)C1 (stereo not drawn),7%,-1,3%,0%,17%[11.4 µM],-1%,6%,-6%,6%
COc1ccc(C2=Nn3c(nnc3-c3ccccc3OC)SC2)cc1OC1CCCC1,u,1,10%,x,-25%,-5%,-10%,x,-5%
COc1ccc(CN2CCNC(=O)C2CC(=O)NCCCn2cccn2)c(OC)c1 (stereo not drawn),1%,-4,5%,-8%,21%,-3%,5%[57.1 µM],-20%,5%[57.1 µM]
CCOC(=O)c1c(Cc2ccccc2)c[nH]c1C,-1%,-1,0%,5%,-5%,2%,10%,-12%,1%
N#Cc1cccnc1Oc1ccccc1,-5%,-7,4%,-5%,16%,-2%,21%,-14%,3%
CCc1ccc(OCC2c3cc(OC)c(OC)cc3CCN2C(=S)NC)cc1 (stereo not drawn),1%,-3,-3%,-17%,-22%,-2%,18%[57.1 µM],-11%,-6%[57.1 µM]
CC(=O)Nc1ccc(S(=O)(=O)NC2CC(=O)N(c3ccc(C)c(C)c3)C2)cc1 (stereo not drawn),8%,0,-7%,8%,8%,-2%,-6%,-6%,-4%

# Ordered by molecular weight (lowest first): 3 of the compounds above.
SMILES,Vif-A3G inh,LDHA block,Vif-APOBEC3F blk,IDH1 R132H inh,RGS4 inh,Glioma ERSR ind,rTrxR1 inhibitor,USP1 inh,TrxR1 substrate
CC(=O)Nc1ccc(S(=O)(=O)NC2CC(=O)N(c3ccc(C)c(C)c3)C2)cc1 (stereo not drawn),8%,0,-7%,8%,8%,-2%,-6%,-6%,-4%
O=C(NCc1ccccc1)[C@]1(C(F)(F)F)C[C@H](CCc2ccccc2)CCCO1,0%&2%,-6,-6%,-7%,10%&-12%,-7%&-6%,27%[57.1 µM],-3%,7%[57.1 µM]
CS(=O)(=O)N(CC(=O)NCc1ccc2c(c1)OCO2)Cc1ccc(Cl)cc1,-1%,-1,-9%,8%,18%,-1%,-12%,1%,-12%

# Only part of the results is shown; the hit share may differ from the screen's.
